TPT1 inhibitor: Candida albicans TPT1 enzyme inhibitors, primary screen, biochemical, fluorescence polarization; tRNA 2'-phosphotransferase TPT1 (Candida albicans SC5314); recombinant caTPT1, FP RNA substrate dephosphorylation; inhibition, % at 5 µM; actives 0.81% (n = 300,000); AID 1962, 2009;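 active = inhibition above the mean of all tested compounds plus 3 SD, set per screening campaign, cut at about 24% in these data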;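 also: plate controls were DMSO alone for no effect and ferristatin control at 100 nM for full effect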
HCV core dimer: inhibitors of HCV core protein dimerization, primary screen, biochemical, TR-FRET, high-throughput; actives 0.33% (n = 300,000); TR-FRET GST/Flag-core106 dimerization, 1536-well; inhibition, % at 5 µM;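 active = inhibition above the mean of all tested compounds plus 3 SD, set per screening campaign, cut at about 45% in these data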
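assay system = GST-tagged and Flag-tagged HCV core protein residues 1-106 | controls = unlabelled core106 and no-GST-core106 wells | incubation = compound-protein-antibody incubation 4 h at 22.5 °C | probe or stimulus = Eu donor and XL665 acceptor anti-tag antibodies | read-out = % inhibition based on acceptor/donor emission ratio | signal = TR-FRET 671 and 617 nm emission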
LYPLA2 counter: LYPLA2 inhibitors, primary screen, counter-screen for PME1 inhibitor project, biochemical, fluorescence polarization, FP-Rh probe ABPP; recombinant LYPLA2; inhibition, % at 5.9 µM; actives 0.38% (n = 320,000);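 active = inhibition above the screen-wide mean plus 3 SD, limit set per campaign, cut at about 26% in these data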;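 also: 0% = LYPLA2 with DMSO and 100% = wells lacking LYPLA2 enzyme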
Target sequence (O95372 whole entry, looked up): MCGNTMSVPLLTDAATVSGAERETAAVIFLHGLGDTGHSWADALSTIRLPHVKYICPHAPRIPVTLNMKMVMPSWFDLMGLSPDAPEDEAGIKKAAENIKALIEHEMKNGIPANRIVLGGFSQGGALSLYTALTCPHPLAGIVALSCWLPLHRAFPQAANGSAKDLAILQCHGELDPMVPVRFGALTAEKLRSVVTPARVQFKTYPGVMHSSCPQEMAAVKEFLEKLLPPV
PP5 inh: PP5 phosphatase inhibitors, primary screen, biochemical, fluorescence; actives 0.18% (n = 320,000); AID 1987, 2009; Serine/threonine-protein phosphatase 5 (Homo sapiens), P53041; inhibition, % at 6.7 µM; purified PP5c, OMFP substrate fluorescence;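 active = inhibition above the campaign's mean inhibition across all tested compounds plus 3 SD, cut at about 9.5% in these data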;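 also: 0% = DMSO only and 100% = 100 µM cantharidin control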
PREPL inhibitor: PREPL enzyme inhibitors, primary screen, biochemical, fluorescence polarization | Prolyl endopeptidase-like (Homo sapiens), Q4J6C6 | recombinant PREPL, fluorescence polarization activity-based probe | inhibition, % at 5.96 µM | actives 0.68% (n = 320,000); in the data active = inhibition above about 43%;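 also: 0% = enzyme with DMSO and 100% = wells lacking enzyme; many of its hits are not listed in these tables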
Target sequence (Q4J6C6 whole entry, looked up): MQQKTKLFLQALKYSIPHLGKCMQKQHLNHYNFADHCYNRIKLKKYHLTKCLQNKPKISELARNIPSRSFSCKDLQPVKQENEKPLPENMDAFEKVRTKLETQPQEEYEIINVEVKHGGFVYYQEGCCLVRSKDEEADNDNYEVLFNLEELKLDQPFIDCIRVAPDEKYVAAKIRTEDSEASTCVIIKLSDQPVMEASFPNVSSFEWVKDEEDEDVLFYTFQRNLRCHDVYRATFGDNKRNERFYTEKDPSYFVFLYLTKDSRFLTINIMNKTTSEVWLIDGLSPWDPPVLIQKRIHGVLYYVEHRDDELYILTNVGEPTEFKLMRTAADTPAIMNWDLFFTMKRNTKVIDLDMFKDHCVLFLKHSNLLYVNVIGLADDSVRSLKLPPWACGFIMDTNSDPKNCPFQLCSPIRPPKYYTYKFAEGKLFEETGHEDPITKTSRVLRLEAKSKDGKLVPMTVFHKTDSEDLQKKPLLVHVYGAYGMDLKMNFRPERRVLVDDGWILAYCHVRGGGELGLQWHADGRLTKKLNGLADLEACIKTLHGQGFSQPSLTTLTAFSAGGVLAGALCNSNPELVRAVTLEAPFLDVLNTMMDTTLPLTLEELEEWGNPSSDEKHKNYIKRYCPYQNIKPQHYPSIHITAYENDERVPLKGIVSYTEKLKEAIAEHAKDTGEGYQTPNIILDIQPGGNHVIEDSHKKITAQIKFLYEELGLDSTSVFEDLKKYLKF
PP1 counter: PP1-alpha phosphatase inhibitors, primary screen, counter-screen for PP5 inhibitor project, biochemical, fluorescence, OMFP substrate, single point | purified PP1alpha | inhibition, % at 6.7 µM | actives 0.9% (n = 320,000);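 active = inhibition above the mean inhibition of all tested compounds plus 3 SD, computed separately for each screening campaign, cut at about 15% in these data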
JMJD2C inh: inhibitors of GASC-1 histone demethylase, primary screen, biochemical, fluorescence, DELFIA europium; inhibition, % at 2.35 µM; actives 0.069% (n = 330,000); GST-JMJD2C(1-420) H3K9me3 demethylation; Lysine-specific demethylase 4C (Homo sapiens), Q9H3R0; AID 2099, 2009;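 active = more than half of a compound's replicate wells show inhibition beyond 50%, single wells judged on their own value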;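 also: signal counts dimethyl H3K9 product captured on neutravidin plate; 0% = median of DMSO wells and 100% = 0.3 times that DMSO median; strong numbers were not always called active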
Efflux pump mplx: inhibitors of Candida efflux pumps in yeast, primary screen, S. cerevisiae, Nile Red, multiplex; inhibition, % at 10 µM; S. cerevisiae Candida pump triplex; actives 0.44% (n = 330,000);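 active = plate passing quality check with inhibition over a set limit, or well fluorescence over plate mean plus 4 SD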;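 also: Nile Red retained in pooled yeast measured as flow cytometry median fluorescence; 0% = buffer negative control and 100% = Enniatin B positive control; higher means more Nile Red kept so more efflux inhibition; some compounds called inactive have numbers as strong as hits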
Fh CTSL1 inh: Fasciola hepatica cathepsin L1 inhibitors, primary screen, counter-screen for PFM18AAP inhibitor project, biochemical, QFRET, fluorogenic peptide substrate; recombinant F. hepatica cathepsin L1, Z-Leu-Arg-MCA fluorescence; inhibition, % at 5.96 µM; actives 0.49% (n = 300,000);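 active = inhibition above the mean of all tested compounds plus 3 SD, set per screening campaign, cut at about 17% in these data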;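 also: 0% = plate median of test compound wells and 100% = 1 µM Z-Phe-Ala-diazomethylketone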
Numbers without * were called inactive; x = not tested or not shown. A portion of the library. The share of hits here may be higher or lower than overall.

The opening 11 entries, to show the layout:
SMILES	TPT1 inhibitor	HCV core dimer	LYPLA2 counter	PP5 inh	PREPL inhibitor	PP1 counter	JMJD2C inh	Efflux pump mplx	Fh CTSL1 inh
Cc1ccc(C(=O)Nc2sc3c(c2C(=O)NCc2ccco2)CCCC3)cc1	5	17	-6	1.9	21	1	7	0.1	3
COC(=O)CSc1nc(C)cc(Oc2ccccc2)n1	-5	-3	-1	1.6	9	-3	-8	0.2	1
Cc1nn(-c2ccccc2)c(C)c1-c1ccccc1O	-2	7	1	0.0	-1	-6	5	0.0	0
Cc1ccc(-c2nn(-c3ccccc3)cc2CN(Cc2ccccc2)C(=O)c2ccco2)o1	2	4	-4	3.8	12	5	-2	0.1	-1
CS(=O)(=O)N(Cc1ccc(Cl)cc1)c1ccc(C(=O)NCCC2=CCCCC2)cc1	-2	6	1	2.0	13	-4	2	-0.4	5
Nc1ccc(C2CCCc3nonc32)c2nonc12 (configuration not stated)	-2	-14	6	0.5	9	0	-5	-0.1	2
CCOC(=O)C1CCN(C(=O)C(C)c2ccc([N+](=O)[O-])cc2)CC1 (configuration not stated)	2	1	0	3.1	-6	-5	-7	0.1	3
CC(C)Oc1ccc(C2CC(=O)N(c3ccccc3)C2=O)cc1 (configuration not stated)	-3	0	-9	1.1	0	-2	-10	0.1	1
COc1ccc(CN(N=O)C2CC(=O)N(c3ccc(OC)cc3)C2=O)cc1 (configuration not stated)	1	2	-2	-2.0	3	-3	2	0.3	-1
CCCNC(=O)c1ccc(N2CCC3(CC2)CC(c2cccc(Br)c2)=NO3)c(NC(=O)c2cccc(C)c2)c1	-2	5	-12	2.5	-2	16*	7	x	0
CCCC(C)NC(=O)COC(=O)c1ccccc1SCC(=O)NC(C)CCC (configuration not stated)	-4	-1	-1	0.5	-3	-2	1	-0.1	-6

All compounds of this part, from the first entry:
SMILES	TPT1 inhibitor	HCV core dimer	LYPLA2 counter	PP5 inh	PREPL inhibitor	PP1 counter	JMJD2C inh	Efflux pump mplx	Fh CTSL1 inh
Cc1ccc(C(=O)Nc2sc3c(c2C(=O)NCc2ccco2)CCCC3)cc1	5	17	-6	1.9	21	1	7	0.1	3
COC(=O)CSc1nc(C)cc(Oc2ccccc2)n1	-5	-3	-1	1.6	9	-3	-8	0.2	1
Cc1nn(-c2ccccc2)c(C)c1-c1ccccc1O	-2	7	1	0.0	-1	-6	5	0.0	0
Cc1ccc(-c2nn(-c3ccccc3)cc2CN(Cc2ccccc2)C(=O)c2ccco2)o1	2	4	-4	3.8	12	5	-2	0.1	-1
CS(=O)(=O)N(Cc1ccc(Cl)cc1)c1ccc(C(=O)NCCC2=CCCCC2)cc1	-2	6	1	2.0	13	-4	2	-0.4	5
Nc1ccc(C2CCCc3nonc32)c2nonc12 (configuration not stated)	-2	-14	6	0.5	9	0	-5	-0.1	2
CCOC(=O)C1CCN(C(=O)C(C)c2ccc([N+](=O)[O-])cc2)CC1 (configuration not stated)	2	1	0	3.1	-6	-5	-7	0.1	3
CC(C)Oc1ccc(C2CC(=O)N(c3ccccc3)C2=O)cc1 (configuration not stated)	-3	0	-9	1.1	0	-2	-10	0.1	1
COc1ccc(CN(N=O)C2CC(=O)N(c3ccc(OC)cc3)C2=O)cc1 (configuration not stated)	1	2	-2	-2.0	3	-3	2	0.3	-1
CCCNC(=O)c1ccc(N2CCC3(CC2)CC(c2cccc(Br)c2)=NO3)c(NC(=O)c2cccc(C)c2)c1	-2	5	-12	2.5	-2	16*	7	x	0
CCCC(C)NC(=O)COC(=O)c1ccccc1SCC(=O)NC(C)CCC (configuration not stated)	-4	-1	-1	0.5	-3	-2	1	-0.1	-6
Cc1cc(NC(=O)/C=C/c2ccccc2)no1	2	1	-3	2.0	21	-2	4	0.0	-3
Cc1cc(C(F)(F)F)nc(SCc2ccc(C(=O)O)o2)n1	4	-2	-8	-1.4	2	3	7	0.2	-1
CC(C)(C)c1nc2ccccc2[nH]1	-2	-2	1	2.4	3	4	-2	-0.1	-1
CSc1nsc(SCC(=O)Nc2ccc3c(c2)OCCO3)n1	1	-7	-7	0.3	-2	1	17	-0.1	0
COC(=O)c1ccccc1-c1ccc(/C=N/Nc2nc(N3CCCC3)nc(N3CCCC3)n2)o1	1	12	-6	2.4	32	4	7	0.4	2
CCC(C(=O)NC(C)(C)C)N(Cc1ccco1)C(=O)CNS(=O)(=O)c1ccc(OC)cc1 (configuration not stated)	-4	-7	0	0.1	16	-1	6	-0.1	1
Cc1ccc(/C=N/NC(=O)c2ccc(N(C)S(=O)(=O)c3ccccc3)cc2)cc1	0	-6	-25	1.7	0	2	-17	-0.1	1
COc1ccc(N2CCN(CC(=O)Nc3ccc(SC(F)F)cc3)CC2)cc1	1	5	12	3.0	17	0	-3	-0.1	3
Cc1nnc(SCc2nnc(-c3ccccc3)o2)n(N)c1=O	0	5	6	-0.7	-2	3	41	0.1	-5
Cc1ccc(-n2c(C)nn(-c3ncc(C(F)(F)F)cc3Cl)c2=O)cc1	-3	-4	2	2.4	-3	-2	12	0.2	-2
COc1cc(S(=O)(=O)N2CCCCC2)ccc1NC(=O)c1ccccc1Cl	2	-3	4	0.8	2	-1	2	-0.2	-2
CC(C)OC(=O)c1nn2c(C(F)(F)F)cc(-c3ccc(Br)o3)nc2c1Br	2	6	2	0.8	6	2	3	0.1	1
COC(=O)C1=C(C)N(c2ccc(Cl)cc2)/C(=C/c2cccs2)C1=O	-2	0	3	1.2	22	-2	-4	0.0	1
CCOC(=O)c1c(C)[nH]c(C(=O)OCC(=O)c2ccccc2)c1C	-3	2	0	1.4	3	-3	1	-0.1	0
O=C(O)CC1(CC(=O)Nc2ccc(F)cc2F)CCCCC1	0	-3	1	-2.5	-1	-1	14	0.1	1
C#CC[N+]1(CC#Cc2ccccc2)CCOCC1	-2	1	4	-0.3	0	-3	4	-0.1	1
CCNc1nc(NCC)n2c(SCC(=O)Nc3cccc(F)c3)nnc2n1	0	2	-5	-0.7	-9	3	8	0.0	-1
Cc1ccsc1/C=N/NC(=O)c1ccc2c(c1)OCCO2	-5	-3	2	-0.2	-2	-3	-2	-0.1	-5
O=C(Cn1cncn1)c1ccc(Cl)cc1	1	0	6	0.3	-8	-1	-6	-0.1	-6
O=C(O)CSc1cc(C(F)(F)F)nc(-c2ccccn2)n1	-5	-6	4	2.6	-1	1	-2	0.1	-2
CC1CC(C)CN(C(=O)COC(=O)CNC(=O)C23CC4CC(CC(C4)C2)C3)C1 (configuration not stated)	5	1	4	-0.2	0	-5	1	0.0	-17
O=C(C1CCCN(Cc2ccc(F)cc2)C1)N1CCCCC1 (configuration not stated)	0	10	-2	2.8	1	-5	-7	-0.1	3
COc1ccc(N2Cc3ccccc3C2=NC(=O)c2ccc(C)cc2)cc1OC	4	4	-8	1.0	4	-2	14	0.0	2
Cc1ccc(C)c(NS(=O)(=O)c2cc(C(=O)NCc3ccccn3)ccc2Cl)c1	1	0	1	3.3	2	-3	4	0.0	-4
CCN(CC(=O)Nc1c(F)cccc1F)C(=O)c1ccc2c(c1)OCCO2	-4	-4	-2	-0.3	11	-1	-16	0.4	-6
CCN(CC)S(=O)(=O)c1cc(Br)c(C)cc1OC	3	0	-7	3.8	12	2	8	0.3	-7
COc1ccc(-c2ccc(NS(=O)(=O)c3cc([N+](=O)[O-])ccc3C)cc2)nn1	0	17	-4	0.0	-3	1	-3	-0.2	6
O=C(Cn1nc(-c2ccccc2)oc1=O)OCC(=O)c1ccc(F)c(F)c1	x	x	3	3.6	7	-4	-2	0.0	x
C/C(Cc1ccccc1)=N\NC(=O)CCCCCC(=O)N/N=C(\C)Cc1ccccc1	-2	5	-2	1.1	1	1	-7	0.0	2
CCOCCCn1c(C)nc2c[n+](CC(=O)c3ccc4ccccc4c3)cc(Br)c21	6	1	-1	-2.5	43	1	19	0.2	4
CCNC(=O)CN1C(=O)NC2(CCCCCC2)C1=O	0	3	-7	2.0	1	-4	5	0.0	0
Cc1cc(C)nc(SCC(=O)c2cc3ccccc3oc2=O)n1	-6	2	5	1.9	3	-7	6	0.0	-2
CN(CCCC(=O)NCc1ccc2c(c1)OCO2)S(=O)(=O)c1ccc([N+](=O)[O-])cc1	-1	-8	8	4.5	5	1	-2	-0.1	-4
CC(C)C(=O)Nc1cccc(-c2nc3ccccc3o2)c1	-3	5	2	1.2	2	0	-2	-0.2	5
Clc1cccc(Cl)c1C1Nc2cccc3cccc(c23)N1	2	37	2	4.3	19	2	-3	0.0	-7
NC(=O)c1cccnc1Nc1ccccc1F	-2	-5	2	1.4	-6	-1	13	-0.1	1
O=C(O)c1cccc(Cn2cc(Cl)cn2)c1	-4	-7	0	-2.4	8	-1	0	-0.2	1
COCc1c(C(=O)OCc2nc(N)nc(Nc3ccccc3C)n2)oc2ccccc12	-4	-7	-1	0.9	-10	-6	4	0.3	17*
O=[N+]([O-])c1ccc(O)c(/C=N/Nc2ccccc2[N+](=O)[O-])c1	-1	6	8	2.0	1	-2	-1	0.1	6
COc1cccc2sc(NNC(=O)C3COc4ccccc4O3)nc12 (configuration not stated)	-1	-3	10	-0.7	8	2	14	-0.2	-5
COc1cc(C)nc(NC(=O)COc2ccc(Cl)cc2C)n1	-3	8	-5	-1.1	-7	-1	3	0.0	-5
O=C(OCC(=O)N1CCOCC1)c1cnc(Cl)c(Cl)c1	x	x	11	1.3	16	2	x	-0.3	x
O=C(O)c1c(-c2ccccc2)c(-c2ccccc2)nc2ccccc12	1	-1	2	-1.2	9	0	-10	0.1	-1
COc1ccccc1N(C)S(=O)(=O)c1ccc(C(=O)N(CC(N)=O)C(C)C)cc1	-3	0	6	2.4	-3	1	2	0.0	-3
CCS(=O)(=O)Nc1ccc(C2=NN(C(=O)c3ccccc3)C(c3cccs3)C2)cc1 (configuration not stated)	0	4	-7	-0.1	-7	0	-11	-0.7	-2

Screens as filed in PubChem.
